TNAP inh noacc = TNAP (human) inhibition, acceptor-free conditions; purified TNAP, CDP-star luminescence, 30 min; inhibition, % at 20 µM; actives 0.26% (n = 200,000); AID 1012;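 active = tissue-nonspecific alkaline phosphatase inhibition above about 50% at 20 µM in the single-dose screen, limit read from the data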;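 note: 0% = DMSO negative control and 100% = EDTA positive control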
Diaph inh CS = diaphorase inhibition or chemical oxidation counter-screen; diaphorase resazurin-to-resorufin fluorescence, NADH, 16 min; bacterial (C. kluyveri) enzyme, not human; inhibition, % at 20 µM; actives 0.69% (n = 190,000); AID 1217;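 active = primary screen inhibition at 20 µM above a set limit, cut at about 50% in these data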;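 note: plate controls were DMSO with full reaction for no effect and wells lacking NADH for full effect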
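Detection: fluorescence of resorufin formed from resazurin, Ex 544/Em 590 nm; test system: Clostridium kluyveri diaphorase enzyme; amount: 0.14 U/mL diaphorase, enzyme working solution; times: 16-min room-temperature incubation before reading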
G6PDH counter = counter-screen for G6PDH assay hits: L. mesenteroides G6PDH inhibition; Purified L. mesenteroides G6PDH, diaphorase/resazurin coupled fluorescence, 45 min; inhibition, % at 5 µM; actives 0.12% (n = 200,000); AID 1020; in the data active = inhibition above about 50%
TNAP act hi DEA = TNAP (human) activation, high acceptor. P05186. purified TNAP, CDP-star luminescence, 1 M DEA, 30 min; hits give high values; 0 = EDTA background, 1 = DMSO-only activity. activation factor at 20 µM. 200,000 tested, under 10 active. AID 1136;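 active = activation factor at least 2 at 20 µM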
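Control set: EDTA negative control, DMSO positive control / Assay system: human TNAP / Quantity: TNAP 1/800 final / Evaluation: TNAP activation factor scaled between EDTA and DMSO control wells / Measured by: luminescent substrate turnover signal / Compound dosing: one dose, 20 µM / Times: 30 min enzyme reaction at room temperature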
HMGR II inh = inhibitors of class II HMG-CoA reductase from Enterococcus faecalis. purified E. faecalis HMGR, NADPH absorbance 340 nm kinetic. inhibition, % at 10 µM. actives 0.41% (n = 190,000);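 active = inhibition above a set limit, the median over all tested compounds plus 3 SD, cut at about 9.5% in these data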;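 note: enzyme runs in reverse so mevalonate oxidation gives rising NADPH absorbance; 0% = complete reaction with DMSO and 100% = background rate lacking mevalonate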
PMI act hi M6P = increases human PMI activity with near-saturating mannose 6-phosphate. actives 0.34% (n = 190,000). P34949. AID 1216. coupled PMI enzyme assay, resazurin fluorescence, 20 min; hits give high values; 1 = untreated enzyme, 0 = substrate-free blank. activation factor at 20 µM;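 active = activation factor of 2 or more at 20 µM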
Target sequence (P34949 whole entry, looked up): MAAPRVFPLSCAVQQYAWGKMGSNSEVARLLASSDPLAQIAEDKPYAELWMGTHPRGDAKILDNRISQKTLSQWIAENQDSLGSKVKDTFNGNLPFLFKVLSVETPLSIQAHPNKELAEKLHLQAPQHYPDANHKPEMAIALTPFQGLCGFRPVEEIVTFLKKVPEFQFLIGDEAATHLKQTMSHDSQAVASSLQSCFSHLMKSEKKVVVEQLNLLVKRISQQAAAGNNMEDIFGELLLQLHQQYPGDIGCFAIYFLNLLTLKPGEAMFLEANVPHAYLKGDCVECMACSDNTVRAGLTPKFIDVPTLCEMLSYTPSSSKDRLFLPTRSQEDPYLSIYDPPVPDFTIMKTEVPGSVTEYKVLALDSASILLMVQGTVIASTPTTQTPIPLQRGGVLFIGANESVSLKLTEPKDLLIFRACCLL
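Test system – human PMI in coupled enzyme assay · Timing – 20 min incubation at room temperature · Detection – Diaphorase-driven resazurin-to-resorufin fluorescence, excitation 544, emission 590 nm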
Diaph act CS = counter-screen for diaphorase-based assays: diaphorase activators and chemical reducers. activation factor at 20 µM. actives 0.005% (n = 190,000). Diaphorase/resazurin coupled assay, resorufin fluorescence, 16 min; hits give high values; 1 = vehicle wells, 0 = NADH-free wells;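 active = diaphorase activity raised at least twofold by the compound at 20 µM; inactive = activation factor below 2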
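Measured by – red resorufin fluorescence at 544/590 nm excitation/emission · Test system – Clostridium kluyveri diaphorase, purified enzyme · Incubation – reaction time 16 min, room temperature · Buffer or medium – 50 mM HEPES pH 7.4 with 4.542 mM MgCl2, 0.005% Tween 20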
TNAP inh hi DEA = inhibitors of human TNAP at high phosphate acceptor concentration | inhibition, % at 20 µM | purified TNAP, CDP-star luminescence, 1 M DEA | actives 0.03% (n = 200,000) | AID 1135 | P05186;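 active = over 50% inhibition of tissue-nonspecific alkaline phosphatase at 20 µM in the single-dose screen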;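 note: plate controls were DMSO wells for no effect and EDTA-quenched wells as full inhibition for full effect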
PMI act = phosphomannose isomerase (human) activation | P34949 | purified human PMI, coupled resazurin fluorescence, 20 min; hits give high values; 1 = vehicle control, 0 substrate-free wells | activation factor at 20 µM | actives 0.005% (n = 190,000) | AID 1214;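 active = activation factor of 2 or more at 20 µM, relative to plate controls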
FLuc stim CS = firefly luciferase counter-screen for stimulation assays. AID 1027. P08659. activation factor at 10 µM. ATPlite luciferase biochemical, luminescence, 10 min; 0 = ATP-free wells, 1 = DMSO control. 200,000 tested, under 10 active;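 active = luciferase activation factor, scaled between plate controls, of at least 2 with compound at 10 µM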
Target sequence (P08659 whole entry, looked up): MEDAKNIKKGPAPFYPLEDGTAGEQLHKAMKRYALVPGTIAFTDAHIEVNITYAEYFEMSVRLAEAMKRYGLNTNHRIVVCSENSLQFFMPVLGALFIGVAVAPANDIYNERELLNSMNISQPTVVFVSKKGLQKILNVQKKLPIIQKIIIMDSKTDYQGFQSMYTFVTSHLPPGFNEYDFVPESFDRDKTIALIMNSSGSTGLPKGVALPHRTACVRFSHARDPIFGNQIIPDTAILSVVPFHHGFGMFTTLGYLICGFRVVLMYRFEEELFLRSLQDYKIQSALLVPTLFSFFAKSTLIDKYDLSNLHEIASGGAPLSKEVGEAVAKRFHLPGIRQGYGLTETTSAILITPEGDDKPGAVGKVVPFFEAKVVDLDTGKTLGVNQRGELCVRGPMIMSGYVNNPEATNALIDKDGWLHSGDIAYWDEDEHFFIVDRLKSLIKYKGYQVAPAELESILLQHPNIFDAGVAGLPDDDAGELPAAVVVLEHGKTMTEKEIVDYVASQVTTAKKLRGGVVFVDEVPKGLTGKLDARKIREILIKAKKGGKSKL
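Material: Luciferase/luciferin reagent mix; Doses: test compounds dosed from 2 mM stocks in 100% DMSO; Schedule: 10 min incubation after luciferase reagent addition, room temperature; Measured by: luminescence from luciferase reaction; Read-out: luminescence gain marking luciferase activators.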
* = called active by the depositor; x = no result given.

SMILES	TNAP inh noacc	Diaph inh CS	G6PDH counter	TNAP act hi DEA	HMGR II inh	PMI act hi M6P	Diaph act CS	TNAP inh hi DEA	PMI act	FLuc stim CS
COC(=O)c1cc(NC(=O)c2ccccc2)c(=O)oc1C/C=N\OCc1ccc(Cl)cc1Cl	-2	10	7	1.1	-1	1.5	0.9	-6	1.3	1
C/C(=N/NC(=O)c1ccccc1)C(=O)O	-5	43	20	1.1	-3	0.7	0.6	-5	0.7	1
O=C(Nc1cccc(C(F)(F)F)c1)c1cccnc1N1CCN(c2ccccc2)CC1	3	22	8	0.9	-4	1.1	0.8	8	1	1
CC(C)CN1CCC(CN(C)Cc2nc(-c3cnccn3)no2)CC1	-8	17	10	1	0	0.9	0.8	1	0.9	1
C/C(=N/NC(=O)c1ccccc1)C1=C(O)CC(C)(C)CC1=O	2	x	10	1	-7	x	x	-2	x	1
CC(O)CNCc1cccc2ccccc12 (stereo not drawn)	-6	5	2	1	1	1	0.9	0	1	1
O=C(NCc1ccccn1)c1ccc(NC(=O)c2ccco2)cc1	-8	11	11	1	0	0.9	0.9	-2	0.8	1
Cc1ccccc1C(=O)Nc1ccccc1C(=O)NCC(C)C	-8	-6	4	1	1	1	1.1	0	1	1
Cc1ccc(C(=O)NC(=S)NCCCN2CCOCC2)cc1	-6	20	17	1	-5	0.8	0.8	-4	0.9	1
Cc1scc(C(=O)NNC(=S)NCc2ccccc2)c1C	-159	-2	1	1	-4	1.1	1	-5	1.2	1
Cc1nc(-c2ccc3c(c2)OCCO3)cs1	-8	9	2	1	-8	1	0.9	-4	0.9	0.7
CCC(=O)Nc1cc(C(=O)OCC(=O)c2ccccc2Cl)ccc1C	-3	-3	9	1	2	1	1	0	0.9	0.7
Cn1c(CNC(=O)c2ccccc2F)nnc1SCc1ccc(Cl)cc1	-9	3	0	1	-2	1	1	-4	1	1.1
Cc1cccc[n+]1C1C(c2ccc([N+](=O)[O-])cc2)C(C#N)=C(C(=C=[N-])C#N)NC1(O)C1CC1 (stereo not drawn)	-10	10	0	1	-6	0.8	0.9	3	1	1.1
CCOC(=O)C(NC(=O)c1ccccc1)=C(C)C	-11	3	6	1	1	1	1	0	1	1
C/C(=N\NC(=O)c1ccccc1F)c1ccc2c(c1)Nc1ccccc1S2	-4	5	-54	0.9	-5	0.9	0.9	7	1	0.9
COc1ccccc1CNC(=O)COc1ccc2c(c1)CCC2	-11	-2	-3	1	2	1	1	1	1.1	1
Cc1ccc(SCc2nc3ccccc3[nH]2)cc1	-16	8	9	1	5	0.8	0.9	-1	0.8	0.5
Cc1ccc(-n2c(SCC(=O)N3Cc4ccccc4CC3C(=O)O)nnc2-c2cccnc2)c(C)c1 (stereo not drawn)	-7	22	-10	1	-2	1.1	0.8	5	1	1
Cc1ccc(NC(=O)/C=C\C(=O)O)c([N+](=O)[O-])c1	-14	11	-14	1	-2	1.1	0.9	0	1	1.1
COn1c(SCc2cccnc2)nc2ccccc2c1=O	-3	13	3	1	-1	1	0.9	-1	1	1.1
COc1cc2c(cc1OC)C(Cc1ccc(O)cc1)NCC2 (stereo not drawn)	-11	11	9	1	3	1	0.9	-5	1	1.1
O=C(C1=C[C@H](c2ccc(C(F)(F)F)cc2)C[C@H](OCc2ccc(CO)cc2)O1)N1CCN(Cc2ccc3c(c2)OCO3)CC1	3	34	18	1	1	0.8	0.7	0	0.7	1
CC(C)(C)n1nnnc1C(c1ccncc1)N(Cc1ccccc1)Cc1ccco1 (stereo not drawn)	3	-9	12	1.1	0	1.1	1.1	-6	1	1
CC1(C)Cc2c(sc3nc(-c4ccccc4Cl)n(N)c(=O)c23)CO1	-19	-7	2	1	-2	1.1	1.1	-3	1.1	1
Cc1ccc(S(=O)(=O)N(C)c2ccc(C(=O)Nc3c(C)n(C)n(-c4ccccc4)c3=O)cc2)cc1	-7	13	14	1	0	0.9	0.9	-2	0.9	1.1
CC(C)CC(=O)N1CCN(S(=O)(=O)c2ccccc2)CC1	-4	-4	11	1	-1	1	1	-4	1	1
Nc1nonc1-n1nncc1-c1ccccc1	-1	2	10	1	11*	1	1	-5	1	1.1
COc1ccc(C2/C(=C(\O)c3ccc4c(c3)OCCO4)C(=O)C(=O)N2CCCN(C)C)c(OC)c1 (stereo not drawn)	-8	18	6	1	x	0.9	0.8	0	0.9	1
Cc1ccc(NC(=O)c2oc3ccccc3c2NC(=O)c2ccc3c(c2)OCO3)cc1	-6	-2	3	1	-4	1	1	-2	0.9	0.9
Cc1nccc2[nH]c(=O)c(C(=O)NC(C)CCc3ccccc3)cc12 (stereo not drawn)	-5	15	1	1.1	-3	1	0.8	-5	1	1.1
C/C(=N\NC(=O)c1c(Cl)c(C)nn1C)c1ccc(NC(=O)COc2ccc(Cl)cc2C)cc1	-2	12	5	1.1	-4	1	0.9	-7	1	1
Cc1cc(C(=O)N2CCCCCC2)cs1	-10	9	-14	1	-5	0.9	0.9	2	0.9	1.1
COc1cccc2[nH]c3c(N4CCCC(C)C4)ncnc3c12 (stereo not drawn)	-7	15	4	1	8	0.9	0.8	-3	1	0.8
CCn1c(SCC(=O)Nc2sc(C)c(C)c2C#N)nnc1C(C)C	-9	9	6	1	1	1	0.9	-4	0.9	1.1
CC(C)OC(=O)C(C)(C)Oc1ccc(C(=O)c2ccc(Cl)cc2)cc1	-4	13	21	1	3	0.9	0.9	2	0.9	1
CCOc1cc(/C=N/NC(=O)c2cccnc2)ccc1OCc1ccc(C(=O)OC)o1	4	-16	-9	0.9	8	1.1	1.2	8	1.1	0.9
CC(=O)Nc1nnc(-c2ccc3c(c2)CCCC3)o1	14	-7	9	1	-12	1	1.1	-4	1	0.6
Cc1ccc2nc(-c3ccccn3)cc(C(=O)N3CCN(c4ncccn4)CC3)c2c1	-7	21	-11	1	-4	0.8	0.8	-5	0.8	0.9
CCOC(=O)C1=C(CP(=O)(c2ccccc2)c2ccccc2)NC(=O)NC1c1ccc(Cl)cc1 (stereo not drawn)	-6	19	-21	1	-6	1.6	0.8	2	1.3	1
CC(C)(C)C1CCc2onc(C(=O)Nc3cccnc3)c2C1 (stereo not drawn)	-11	14	0	1.1	-4	1	0.9	-8	1	1
COc1ccc(Cl)cc1NC(=O)N1CCN(S(C)(=O)=O)CC1	-12	4	2	1	0	1	1	-3	1	1
CSc1nnc(-c2cc3c(-c4ccccc4)nn(C)c3s2)n1C	-7	14	6	1	-1	0.9	0.9	-1	0.9	1.1
O=C(CSc1nncs1)Nc1ccc2c(c1)OCO2	-16	16	7	1.1	-5	0.9	0.8	-6	1	1
COc1ccccc1/C=N/NC(=O)c1ccc(Cn2nc([N+](=O)[O-])cc2C)cc1	-14	25	-1	1	-6	0.9	0.8	-2	0.9	1
O=C1OC(Nc2ccc(Br)cc2F)c2ccccc21 (stereo not drawn)	8	-13	16	1.1	-3	1.1	1.1	-6	1.1	1
CCOC(=O)/C(C(N)=NCC(C)C)=C(/O)c1ccccc1	6	11	5	1	2	0.9	0.9	-2	1	1.1
CC(=O)Nc1ccc(S(=O)(=O)N2CCCC(C(=O)O)C2)cc1 (stereo not drawn)	2	-19	7	1	0	1.3	1.2	-5	1.3	1.1
CCN(CC)CCNC(=O)C(C)c1nn(CC)c(=O)c2ccccc12 (stereo not drawn)	-11	14	3	1	-3	1	0.9	-4	1	1.1
O=C(NCc1ccccn1)C(=O)Nc1cccc2ccccc12	-14	4	7	1	-6	0.9	1	0	0.9	1
Cc1nnc(N/N=C/C2CC=CCC2)[nH]c1=O (stereo not drawn)	-5	9	9	1.1	2	1	0.9	-5	0.9	1
Cc1cccc(OCc2nc(-c3ccc(-n4cccc4)cc3)no2)c1	-4	-7	-3	1	-1	1.1	1.1	4	1.1	1
O=C(O)CCCC(=O)N1CCCC1	-3	4	3	1	-8	1.1	1	2	1.1	1.1
COc1ccc(OC)c2[nH]c(=O)c(CCNC(=O)c3ccc(Br)o3)cc12	-15	30	-64	1.1	-1	0.9	0.7	-5	0.8	1.1
O=C(Cc1ccccc1[N+](=O)[O-])NCc1ccccc1Cl	-6	13	3	1.1	4	0.9	0.9	-6	1.1	0.6
CN(CC(=O)Nc1ccc(C#N)cc1)Cc1ccc(Cl)cc1	-16	20	2	1.1	2	1	0.8	-8	0.9	1.1
O=C(COC(=O)c1ccccc1NC(=O)c1ccccc1)c1ccc([N+](=O)[O-])cc1	-12	21	-65	1	2	1	0.8	-4	0.9	1
Cc1ccc2c(c1)N(CCC(=O)NCc1cccs1)C(=O)C(C)O2 (stereo not drawn)	-8	15	-3	1	-4	1	0.8	1	1	1.1
CCCS(=O)(=O)N1CCN(C(=O)c2cccs2)CC1	-5	1	-10	1	3	1	1	-2	1	1.1
CC(Nc1n[nH]c(=S)[nH]c1=O)C(=O)OCc1ccccc1 (stereo not drawn)	-11	14	1	1	-1	1.3	0.9	-3	1.1	1
COc1ccc(CNC(=O)CSc2nc(C)cs2)cc1	-10	7	0	1	1	1	0.9	-3	1	1
COCc1cc(C)n(CC(=O)Nc2cc(C)cc(C)c2)c(=O)c1C#N	-4	15	15	1.1	-1	1	0.8	-5	1	1.1
COc1ccc(N(C(=O)Cn2nnc3ccccc32)C2(C(=O)NC3CCCC3)CCCCC2)cc1	-10	11	5	1.1	3	1	0.9	-6	1	1.1

Compound profiles, as listed above:
`CC(Nc1n[nH]c(=S)[nH]c1=O)C(=O)OCc1ccccc1` (stereo not drawn) is entered as TNAP inh noacc: -11; Diaph inh CS: 14; G6PDH counter: 1; TNAP act hi DEA: 1; HMGR II inh: -1; PMI act hi M6P: 1.3; Diaph act CS: 0.9; TNAP inh hi DEA: -3; PMI act: 1.1; FLuc stim CS: 1
`COc1ccc(N(C(=O)Cn2nnc3ccccc32)C2(C(=O)NC3CCCC3)CCCCC2)cc1` is entered as TNAP inh noacc: -10; Diaph inh CS: 11; G6PDH counter: 5; TNAP act hi DEA: 1.1; HMGR II inh: 3; PMI act hi M6P: 1; Diaph act CS: 0.9; TNAP inh hi DEA: -6; PMI act: 1; FLuc stim CS: 1.1
`O=C(COC(=O)c1ccccc1NC(=O)c1ccccc1)c1ccc([N+](=O)[O-])cc1` is entered as TNAP inh noacc: -12; Diaph inh CS: 21; G6PDH counter: -65; TNAP act hi DEA: 1; HMGR II inh: 2; PMI act hi M6P: 1; Diaph act CS: 0.8; TNAP inh hi DEA: -4; PMI act: 0.9; FLuc stim CS: 1
